Screens (PubChem BioAssay)
GPT2 inh: inhibitors of human GPT2 alanine aminotransferase; Potency, µM (highest dose often 57.7 µM), inactives show at the highest dose activity change, negative = inhibition, hits mostly inhibitors; AID 1671188; Q8TD30; actives 0.25% (n = 100,000); Recombinant GPT2, coupled pyruvate oxidase/HRP Amplex Red fluorescence; also: potency is read from the fitted curve at half-maximal effect; nearly all actives have a fitted effect of over 60% in size; many of its hits are not listed in these tables
Target sequence (Q8TD30 whole entry, looked up): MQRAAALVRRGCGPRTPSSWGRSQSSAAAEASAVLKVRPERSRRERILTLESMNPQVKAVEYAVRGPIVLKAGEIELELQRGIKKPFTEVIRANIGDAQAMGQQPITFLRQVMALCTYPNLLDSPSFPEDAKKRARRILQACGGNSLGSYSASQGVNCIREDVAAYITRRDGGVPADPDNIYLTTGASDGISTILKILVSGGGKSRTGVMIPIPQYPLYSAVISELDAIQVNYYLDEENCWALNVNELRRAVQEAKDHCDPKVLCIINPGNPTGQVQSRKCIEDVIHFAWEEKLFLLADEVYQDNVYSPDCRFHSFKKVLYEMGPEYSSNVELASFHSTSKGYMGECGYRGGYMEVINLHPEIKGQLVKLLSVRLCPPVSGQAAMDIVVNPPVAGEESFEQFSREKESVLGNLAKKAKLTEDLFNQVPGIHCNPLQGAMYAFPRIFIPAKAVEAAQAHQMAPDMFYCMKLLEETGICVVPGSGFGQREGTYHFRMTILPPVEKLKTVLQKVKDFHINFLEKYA
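Recombinant GPT2 (10ng/uL) with 250uM a-KG and 2mM L-alanine, 30 min at room temperature, in HEPES pH 7.5 buffer. Pyruvate detected by pyruvate oxidase/HRP/Amplex Red fluorescence after 30 min in the dark; AOA (50uM) as positive control.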
FLuc inh: inhibitors of firefly (Photinus pyralis) luciferase; P08659; purified P. pyralis luciferase, luminescence, biochemical; Potency, µM (highest dose often 115 µM), inactives show at the top dose activity change, negative = inhibition, most hits filed as inhibitors; actives 2.5% (n = 76,000); also: potency is read from the fitted curve at half-maximal effect; nearly all actives have a fitted effect of over 65% in size
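Luminescence read by CCD imaging after purified firefly luciferase (10nM final) was added to substrate buffer holding 10uM D-luciferin and 10uM ATP, pH 7.5, pre-dosed with compound.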
IP6K1 inh: blocks human inositol hexakisphosphate kinase 1. Q92551. actives 0.81% (n = 140,000). activity change, % (series mostly up to about 58 µM). AID 1645851. IP6K1 kinase, ADP-Glo luminescence, 2 h; hits give low values; in the data active = activity change below about -25%
Target sequence (Q92551 whole entry, looked up): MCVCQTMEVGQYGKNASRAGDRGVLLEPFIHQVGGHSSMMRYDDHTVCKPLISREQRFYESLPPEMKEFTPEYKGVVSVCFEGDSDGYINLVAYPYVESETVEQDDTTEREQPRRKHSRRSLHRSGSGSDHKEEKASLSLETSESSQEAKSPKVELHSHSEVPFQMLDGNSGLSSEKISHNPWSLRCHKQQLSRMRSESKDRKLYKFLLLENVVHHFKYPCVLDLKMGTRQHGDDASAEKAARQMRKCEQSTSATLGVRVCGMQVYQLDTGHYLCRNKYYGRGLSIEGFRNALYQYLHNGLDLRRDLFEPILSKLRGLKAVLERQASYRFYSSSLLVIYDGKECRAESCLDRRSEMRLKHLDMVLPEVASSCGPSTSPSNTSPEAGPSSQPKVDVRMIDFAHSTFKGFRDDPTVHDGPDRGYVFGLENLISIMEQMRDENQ
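ADP-Glo luminescence measures ADP made by human IP6K1 during a 2 h RT reaction with ATP/IP6 (mix at 1.3 mM/130 uM); top library doses 57.5 and 19.1 uM final.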
HEK293 tox: HEK 293 cell cytotoxicity | HEK 293 viability, ATP luminescence (CellTiter-Glo), 48-72 h | Potency, µM (doses to about 115 µM), inactives show at the top dose activity change, negative = cytotoxicity, most hits filed as inhibitors | actives 6.6% (n = 94,000) | AID 1345083; also: potency is read from the fitted curve at half-maximal effect; nearly all actives have a fitted effect of over 60% in size
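HEK 293 cells at 250 cells/well were exposed to compounds by pintool transfer for 48 or 72 hr at 37 degree Celsius, 5% CO2. Viability was read as ATP-coupled luminescence with CellTiter-Glo after 10 min at room temperature.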
SNCA viab count: cell viability loss counter-screen. HEK-293-SNCA-luc viability, GF-AFC fluorescence, 24 h. Potency, µM (series often up to 57.1 µM), for the others: at the top dose activity change, negative = cytotoxicity, usual class: cytotoxic. actives 0.12% (n = 150,000);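 also: potency is read from the fitted curve at half-maximal effect; 0% = DMSO-treated cells and -100% = medium-only wells without cells; nearly all actives have a fitted effect of over 30% in size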
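Cytotoxicity counterscreen: after 24 h compound treatment of genome-edited SNCA-luciferase HEK-293 cells, live-cell protease substrate GF-AFC read by fluorescence after 30 min; activity scaled between DMSO (0%) and medium-only (-100%), curves Hill-fitted.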
3T3 cytotox: NIH 3T3 cell cytotoxicity; NIH 3T3 viability, CellTiter-Glo ATP luminescence, 48-72 h; Potency, µM (highest dose often 96.7 µM), for inactives: at the top dose activity change, negative = cytotoxicity, hits mostly inhibitors; actives 4.3% (n = 94,000); also: potency is read from the fitted curve at half-maximal effect; nearly all actives have a fitted effect of over 55% in size
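Luminescent ATP readout (CellTiter-Glo, 10 min RT) after 48 or 72 hr compound exposure of NIH 3T3 cells seeded at 400 cells/well in 1536-well format; quantitative HTS.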
SNCA expr inhib: reduces expression of the alpha-synuclein gene; HEK-293 SNCA-luciferase knock-in, luminescence, 24 h; Potency, µM (top dose mostly 57.2 µM), without a hit: at the top dose activity change, negative = inhibition, actives largely listed as inhibitors; actives 0.17% (n = 140,000); AID 1671194;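 also: potency is read from the fitted curve at half-maximal effect; plate controls were DMSO cells for no effect and cell-free wells for full effect; nearly all actives have a fitted effect of over 45% in size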
Starred values were filed as active, the others as inactive; i = inactive; ? = inconclusive; . = not tested or not shown; [ ] = another dose, or the depositor's remark. Unless noted, calls follow the shape of the dose curve; as a rule, active = well fitted curve in the direction sought with a large enough effect; inconclusive = small, poorly fitted or top-dose-only effect, or another doubt; inactive = no such curve, though single readings can be large; an effect the other way counts as inactive or inconclusive. Unless noted, % is scaled to controls: 0 for no effect and ±100 for the full control effect. A portion of the library; the hit share may differ from the screen's.

Results follow in this order: SNCA viab count, 3T3 cytotox, IP6K1 inh, HEK293 tox, FLuc inh, SNCA expr inhib, GPT2 inh
> O=C1NC(=NC2CCCC2)C2(CCN([S+](=O)([O-])c3ccccc3)C2)N1c1cc(F)cc(F)c1 (stereo not given)
    -8%, -5%, -8, -8%, ., -18%, 1%
> CC(C)CCn1c(Oc2ccccc2F)nc2c1c(=O)n(C)c(=O)n2C
    -20%, ., -7, ., ., -1%, .
> c1ccc(-c2nnc3n2CCN(CC2CC2)C3)cc1
    -5%[87.6 µM], ?, -18, i, ., -30%[87.6 µM], 5%[88.5 µM]
> CC1=C(C(=O)O)/C(=C/CO[C@@H]2O[C@H](COC(=O)/C=C/c3ccc(O)cc3)[C@@H](O)[C@H](O)[C@H]2O)C(O)C1 (stereo not given in full)
    -6%[23.9 µM], ., 4, ., ., ., -3%[27.3 µM]
> Cn1ncc2c(-c3ccc([S+](C)(=O)[O-])cc3)cc(C(=O)NCc3ccc(F)cc3)nc21
    -22%, ?, 4, ?, ., ?, 1%
> Cc1ccc([C@@H]2O[C@H](CO)[C@@H](O)[C@H](O)[C@@H]2O)cc1Cc1ccc(-c2ccc(F)cc2)s1
    -11%, ., ., ., ., -4%, -10%
> O=C(NCc1ccc(Cl)cc1)C(=O)NCC(c1cccs1)S(=O)(=O)c1cccs1 (stereo not given)
    -6%, ., -1, ., ., -25%, .
> CCOc1ccc(C(=O)Nc2ccc(OCc3cc(=O)n4cccc(C)c4n3)cc2)cc1
    -5%, ., -5, ., ., 3%, .
> Cc1cc(C(=O)NC2CCc3nnc(C4CC4)n3CC2)nn1C (stereo not given)
    -15%, -5%, -8, i, -8%, 2%, 3%
> Cc1c(NCc2cccnc2)cccc1C(=O)N1CCC2(CCNCC2)CC1
    ?, -7%, 25, -13%, -3%, 16%, -4%
> C[S+](=O)([O-])c1ccc(-c2nnc3ccc(C(=O)NCc4ccc(F)c(F)c4)cn23)cc1
    12%, ?, 2, ?, ., 12%, i
> COc1ccccc1CNc1ccc(-c2nc(C(C)C)no2)cc1[N+](=O)[O-]
    6%, ., -6, ., ., 41%[activator], .
> O=C1CC2(CCN(C(=O)C3CCN(C(=O)NC4CCCC4)CC3)CC2)Oc2ccccc2N1
    8%, -15%, 3, ?, ., 4%, -4%
> O=C(C1CCCC1)N1CC2(CCCN2Cc2cccnc2)Cc2ccccc21 (stereo not given)
    -11%, -22%, -7, ?, ., 9%, -10%
> CC(C)Oc1ccc(CNC(=O)CC2CCOCC2)cc1
    0%[12.5 µM], i, 19, -1%, -8%, -8%, i

The list continues:
Results follow in this order: SNCA viab count, 3T3 cytotox, IP6K1 inh, HEK293 tox, FLuc inh, SNCA expr inhib, GPT2 inh
> O=C(Nc1ccccc1)N(Cc1cccs1)c1ccc(Cl)cc1
    -8%, ., -5, ., ., -3%, .
> O=C(NC1CCN(c2cc(-c3ccc(F)cc3)[nH]n2)CC1)c1cnccn1
    6%, -15%, 13, -24%, 4%, 12%, ?
> Cc1ccc(OCCC2CCN(C(=O)CCN3C(=O)NC(C)(C)C3=O)C2)cc1 (stereo not given)
    -8%, -13%, 13, -20%, -5%, 10%, i
> COc1ccc(C(=O)N[C@H]2CC[C@]3(C)CCC([C@H](C)C(=O)NCCN4CCOCC4)[C@H](O)[C@H]3[C@@H]2C)cc1 (stereo not given in full)
    -3%, -13%, -11, -17%, -6%, ?, 1%
> COc1ccc([C@H](C)NC(=O)c2c(C)noc2-c2ccccc2C)cc1
    4%, ?, 23, ?, 3%, 1%, i
> N#Cc1ccc(C(=O)N2CCC(Cc3nc(C4CC4)n[nH]3)C2)cc1 (stereo not given)
    6%, ?, 13, 4%, ., -11%, i
> O=C(NC1CCCN(c2cc(-c3ccc(F)cc3)[nH]n2)C1)c1ccccn1 (stereo not given)
    -26%, ?, 2, ?, ?, 19%, i
> COc1ccc(C(=O)N2CCCC(c3noc(COc4ccccc4F)n3)C2)cc1 (stereo not given)
    -27%, ?, -10, ?, -5%, -10%, i
> O=C(CSc1nccn1-c1ccc(F)cc1)Nc1nc2ccccc2s1
    9%, ., -7, ., ., 119%[activator], .
> O=C(NC1CCCCCC1)c1nc2cccnc2n(C2CC2)c1=O
    -7%[87.6 µM], -15%[138 µM], -3, 3%[172 µM], ., 1%[87.6 µM], 0%[88.5 µM]
> COc1cc(Nc2ncncc2-c2nc(-c3ccccc3)no2)c(OC)cc1Cl
    8%, 0%, -2, i, 6%, 11%, -6%
> COCCOc1cc(=O)n2c(c1C(=O)NC1CCCCC1)CCOCC2
    7%, -15%, -5, -23%, -7%, 4%, -15%
> O=C(NC1CC1)C1CCN(C(=O)c2ncn3c2COC(c2ccc(Cl)cc2)C3)CC1 (stereo not given)
    4%, -5%, 5, -4%, ?, 27%, -7%
> Cc1ccc(NC(=O)CN2C(=O)NC(c3ccc(Cl)cc3)C3=C2COC3=O)cc1Cl (stereo not given)
    ?, 28µM*, 0, 32µM*, ?, ?, i
> c1ccc(CNc2nc3c(-c4ccccc4)nnn3c3ccccc23)cc1
    2%, ., 19, ., ., 33%[activator], .

Next compounds follow.
Results follow in this order: SNCA viab count, 3T3 cytotox, IP6K1 inh, HEK293 tox, FLuc inh, SNCA expr inhib, GPT2 inh
> Cc1ccc(-c2nc(CNS(=O)(=O)C3CC3)[nH]c2-c2ccccn2)cc1
    -20%, ?, 1, ?, -4%, 5%, ?
> CS(=O)(=O)c1cnc(NCCCc2ccccn2)nc1C1CCCNC1 (stereo not given)
    -14%, -12%, -4, 0%, -4%, -7%, -2%
> Cc1cc(-n2c(C)nc3ccccc3c2=O)ccc1NC(=O)c1ccc([N+](=O)[O-])cc1
    11%, ., 11, ., ., 9%, .
> O=C(c1cccs1)N1CCN(c2cc(C(F)(F)F)ncn2)CC1
    -1%, -22%, -6, ?, -1%, -17%, i
> CCN(CC)C(=O)CSc1nc2cc3c(cc2c(=O)n1CCCCCC(=O)NCc1ccc(OC)cc1)OCO3
    -2%, ., 8, ., ., 25%, .
> COc1ccc(CNC(=O)c2cc(C3CC3)nc3c2c(C)nn3-c2cccc(Cl)c2C)cc1
    5%, ., 4, ., ., 0%, .
> COC(=O)[C@H](Cc1ccc([N+](=O)[O-])cc1)NC(=O)c1cccc2ccccc12
    -2%, ., -6, ., ., ., i
> COC[C@@H]1CN(C(=O)C2CC2)C[C@H]1c1ccncc1
    4%, -6%, -5, -5%, -7%, -12%, i
> CCc1ccc(NC(=O)CSc2nc3c(sc4ccccc43)c(=O)n2CCCOC)cc1
    3%, ., 13, ., ., -1%, .
> COc1cc(/C=C/C(=O)O[C@@H]2O[C@H](CO)[C@@H](O)[C@H](O)[C@H]2O)ccc1O
    -16%, ., -10, ., ., ., 0%[27.3 µM]
> CCOc1ccc(CC(=O)NCCc2sc3nc(-c4ccc(F)cc4)nn3c2C)cc1
    -18%, ., 14, ., ., 0%, .
> COc1cccc(CNC(=O)Cn2c(=O)c3cccn3c3ccc(F)cc32)c1OC
    8%, ., 42, ., ., -9%, .
> Cn1cnc(S(=O)(=O)N2CCC(Cc3nncn3CC3CC3)C2)c1 (stereo not given)
    -2%, -7%, -15, 0%, 8%, 6%, i
> CCn1c(=O)n(CC)c2cc(N3CCCCC3)c(NC(=O)Nc3ccccc3C(F)(F)F)cc21
    -15%, ., -4, ., ., -14%, .
> CC(C)(C)c1ccc(C(=O)Nc2ccc(-c3nc4cc(Cl)ccc4o3)cc2)cc1
    2%, ., 9, ., ., -18%, .

Reprinted from the part before: four compounds; new compounds follow.
Results follow in this order: SNCA viab count, 3T3 cytotox, IP6K1 inh, HEK293 tox, FLuc inh, SNCA expr inhib, GPT2 inh
> COc1cccc(CNC(=O)Cn2c(=O)c3cccn3c3ccc(F)cc32)c1OC
    8%, ., 42, ., ., -9%, .
> Cn1cnc(S(=O)(=O)N2CCC(Cc3nncn3CC3CC3)C2)c1 (stereo not given)
    -2%, -7%, -15, 0%, 8%, 6%, i
> CCn1c(=O)n(CC)c2cc(N3CCCCC3)c(NC(=O)Nc3ccccc3C(F)(F)F)cc21
    -15%, ., -4, ., ., -14%, .
> CC(C)(C)c1ccc(C(=O)Nc2ccc(-c3nc4cc(Cl)ccc4o3)cc2)cc1
    2%, ., 9, ., ., -18%, .
> Cc1cccc(C(=O)NC2CCN(c3cc(-c4ccccc4)[nH]n3)C2)c1 (stereo not given)
    -23%, -20%, 0, -22%, 2%, ?, -11%
> Cc1ccc(Cl)cc1N1CCN(CCCNc2ncnc3onc(-c4ccc(Cl)cc4)c23)CC1
    6%, ., -2, ., ., 10%, .
> CNC(=O)N1CCCC(c2nc(C(C)C)no2)CCNC(=O)CC1 (stereo not given)
    1%, i, 3, -1%, 3%, 5%, -4%
> Cc1ccc(C(=O)N2CCCC(c3nc(C4CCOCC4)no3)C2)cn1 (stereo not given)
    5%, -6%, 0, 8%, 0%, -22%, i
> CCN1c2cc(C(=O)NC3CCCC3)ccc2C(=O)N2CCCCCC21 (stereo not given)
    ?, -25%, 47, ?, -5%, -21%, -3%
> COc1ccc(C2CC(=O)N3CN(C4CCCCC4)CSC3=C2C#N)cc1 (stereo not given)
    -2%, ., -15, ., ., 8%, .
> CCOCCc1nn2c(=O)cc(COC(=O)c3ccccc3Br)nc2s1
    -9%, ., -3, ., ., -3%, .
> Cc1nc2c(c(-c3ccc(O)cc3)n1)CN(CC1CC1)CC2
    0%[87.6 µM], -11%[138 µM], -4, ?, 2%[172 µM], 0%[87.6 µM], i
> CCc1ccc(Nc2cc(C)nc3nc(Cc4ccc(Cl)cc4)nn23)cc1
    1%, ., 2, ., ., ?, .
> O[C@H]1[C@H](NCC2CCCCC2)[C@H]2CO[C@H](O2)[C@@H]1N1CCC(Cc2ccccc2)CC1
    -6%[87.6 µM], 32µM*, 11, 40µM*, -2%[172 µM], 6%[87.6 µM], 0%[88.5 µM]
> CCC(=O)N1CCc2cc(Br)cc(S(=O)(=O)N3CCN(c4ccc(C)cc4)C(C)C3)c21 (stereo not given)
    -29%, ., 0, ., ., 29%, .
> CCCCOC(=O)c1ccc(-n2nnc3c(sc4nc(C)cc(C)c43)c2=O)cc1
    -6%, ., -5, ., ., 121%[activator], .
> Cc1ccc(C)c(CNC(=O)C2(c3ccc(NS(C)(=O)=O)cc3)CCCCC2)c1
    ?, ?, 6, ?, -9%, -21%, 2%
> C/C=C(/C)C(=O)O[C@@H]1C[C@@H](OC(=O)CC(C)C)C2(C)C3C(=O)C=C(C)C2C3C1(C)C (stereo not given in full)
    0%[23.9 µM], ., 6, ., ., ., -3%[27.3 µM]
> CCNc1cc(N2CCC(CCC(=O)NC(CC)CC)CC2)ncn1
    -15%, -20%, -2, ?, -11%, ?, -3%
> Cc1ccc(CN2CC3ON=C(C(=O)O)C3C2)cc1 (stereo not given)
    5%[87.6 µM], -2%[138 µM], 4, 1%[172 µM], ., ?, 1%[88.5 µM]
